MrgX1 ag: human MrgX1 receptor agonism, primary screen; B-score at 10 µM; Q96LB2; MrgX1-HEK293 cells, Fluo-4 calcium fluorescence, agonist mode; hits give high values; 0.44% of 310,000 active;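 active = calcium response B-score plate-corrected fluorescence ratio at least 3 library SD, with starting fluorescence B-score inside 5 SD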
Target sequence (Q96LB2 whole entry, looked up): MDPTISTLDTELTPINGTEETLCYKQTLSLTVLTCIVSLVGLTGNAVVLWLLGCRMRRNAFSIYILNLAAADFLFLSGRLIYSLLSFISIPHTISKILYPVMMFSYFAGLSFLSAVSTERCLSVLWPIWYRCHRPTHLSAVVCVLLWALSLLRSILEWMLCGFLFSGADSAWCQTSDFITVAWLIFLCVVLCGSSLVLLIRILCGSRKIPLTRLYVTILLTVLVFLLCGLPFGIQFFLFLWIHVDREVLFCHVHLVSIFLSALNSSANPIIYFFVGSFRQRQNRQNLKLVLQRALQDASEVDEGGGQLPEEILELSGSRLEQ
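Material: MrgX1-expressing HEK293 cells; input: 15,000 cells per well; doses: test compound given as first of three sequential additions; schedule: overnight plating before 1 h dye loading; technique: Fluo-4 NW calcium-flux fluorescence, kinetic read; evaluation: baseline-normalised fluorescence change ratio, B-scored; control set: plate-wise positive and negative controls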
TRPC4 PAM: allosterically enhances the mouse TRPC4 cation channel; Q9QUQ5; HEK293 TRPC4beta/mu-opioid, DAMGO EC20, Fluo-4 Ca2+ flux; hits give high values; B-score at 10 µM; 0.42% of 310,000 active; AID 2227;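 active = B-score of calcium response area above 5 SD of library B-scores, with initial fluorescence ratio within 5 SD of library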;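 also: B-score of integrated fluorescence ratio over time as area under calcium response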
MrgX1 PAM: human MrgX1 positive allosteric modulation, primary screen; AID 588675; B-score at 10 µM; MrgX1-HEK293, Fluo-4 calcium flux, FDSS; hits give high values; Q96LB2; 0.63% of 310,000 active;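 active = plate-corrected calcium response at least 3 library SD above typical, normal starting fluorescence, not activating the receptor alone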;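 also: compound read alongside a low EC10 to EC30 dose of BAM8-22 agonist; peak minus trough fluorescence over baseline measured at the second addition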
AI-2 QS modul: modulates the Vibrio harveyi AI-2 quorum sensing system | AID 2094 | Vibrio harveyi JMH597 AI-2 luminescence/OD600 ratio, 9 h; hits give low values; strain lacks LuxN and CqsS sensors; 0 = neutral-control median | activity change, % at 7.5 µM | 0.4% of 300,000 active; in the data active = activity change below about -75%, passing the limit was not always enough;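 also: luminescence divided by OD600 gain over 9 h not by final OD600 alone; inactives centre near 13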
PolyA inh: blocks polyadenylation in yeast reporter cells | S. cerevisiae SKY197-pL101 polyadenylation reporter, beta-gal luminescence; efflux-impaired pdr1/pdr3 knockout yeast; score 100 = 6 SD above DMSO | calls only at 12 µM | 0.02% of 300,000 active | AID 1875;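 active = lowest replicate activity score at least 50, where 100 means six control SD above control mean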;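 also: yeast exposed to compound for 9 h at 30 °C; higher score means more reporter readthrough which indicates perturbed polyadenylation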
HIF act: HIF pathway transcriptional activation; U2OS HRE-luciferase reporter, luminescence; normalized: DMSO 0%, desferrioxamine 100%; 0.32% of 300,000 active; activation, % at 7.5 µM (by protocol);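 active = mean activation of at least 10% of the iron chelator positive control signal, with at least half of replicates also reaching 10%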
MrgX1 antag: human MrgX1 receptor antagonism, primary screen; 1.3% of 310,000 active; MRGX1-HEK293 calcium flux, Fluo-4, BAM8-22 antagonism; hits give low values; B-score at 10 µM; AID 588676; Q96LB2;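 active = calcium-response B-score plate-corrected more than 3 library SD below zero, starting fluorescence within 5 deviations, no agonist response on first addition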;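 also: peak minus trough fluorescence over baseline after final BAM8-22 challenge near maximal dose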
TRPC6 inhibitor: mouse TRPC6 channel inhibition | Q61143 | HEK293-TRPC6, membrane potential dye, ACh-evoked depolarization; hits give low values | B-score at 10 µM | 1.1% of 310,000 active;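 active = B-score under library mean minus 3 SD, initial fluorescence not abnormally high, positive integrated signal ratio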;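 also: B-score derived from integrated fluorescence ratio over the kinetic read; more negative B-score means stronger inhibition of depolarization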
TRPC4 agonist: TRPC4 (mouse) channel activation; 0.49% of 310,000 active; HEK293 TRPC4beta/mu-opioid, Fluo4 calcium fluorescence; hits give high values; B-score at 10 µM; Q9QUQ5;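 active = B-score above 5 SD of library B-scores, and initial fluorescence ratio not above library mean plus 5 SD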;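 also: positive B-score marks a calcium rise read as TRPC4 activation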
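System: HEK293 cells stably co-expressing mouse TRPC4beta and mu-opioid receptor; Schedule: Fluo4 dye loading 45 min at room temperature, 110 s recording; Detection: Fluo4 fluorescence, kinetic; Evaluation: B-scored integrated calcium fluorescence ratio; Controls: buffer (low) and maximal DAMGO (high).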
TRPC4 inh: TRPC4 (mouse) channel inhibition | B-score at 10 µM | HEK293 TRPC4beta/mu-opioid, DAMGO-evoked Fluo4 calcium flux; hits give low values | 0.39% of 300,000 active | Q9QUQ5;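 active = B-score over 3 SD under the library average, no early fluorescence shift, positive overall ratio signal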
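Test system – stable TRPC4beta/mu-opioid receptor HEK293 cells · Probe or stimulus – DAMGO, a submaximal dose followed by a maximal one · Dosing – one concentration per compound · Signal – Fluo4 calcium fluorescence by kinetic imaging, 5 s 1 Hz baseline · Evaluation – per-well B score of integrated baseline-normalized Fluo4 ratio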
TRPC6 activator: activators of mouse TRPC6 channel | Q61143 | HEK293-TRPC6 membrane potential dye fluorescence; hits give high values | B-score at 10 µM | 0.13% of 310,000 active;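 active = B-score of the integrated fluorescence ratio above library mean plus 3 SD, and starting fluorescence ratio within library mean plus 5 SD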;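 also: higher score means more depolarization so channel activation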
Starred values were filed as active, the others as inactive; i = inactive; / = no result given. These rows are one share of the data; rates above refer to the full screens.

SMILES	MrgX1 ag	TRPC4 PAM	MrgX1 PAM	AI-2 QS modul	PolyA inh	HIF act	MrgX1 antag	TRPC6 inhibitor	TRPC4 agonist	TRPC4 inh	TRPC6 activator
Cc1ccc(-c2cc(C(=O)N3CCc4ccccc4C3)no2)cc1	i	i	i	4	i	0.0	i	i	i	i	i
O=C(CSc1ccc2nnc(-c3cccnc3)n2n1)N1CCOCC1	i	i	i	4	i	0.2	i	i	i	i	i
COc1cccc(C(=O)COC(=O)c2ccc(NC(=O)c3ccccc3)cc2)c1	i	i	i	18	i	0.2	i	i	i	i	i
C=C(C)COc1ccc2c(C)c(CCC(=O)NC3CC3)c(=O)oc2c1	i	i	i	12	i	1.2	i	i	i	i	i
CCN(CC)S(=O)(=O)c1cc(C(=O)N(C)CC(=O)Nc2ccc(Cl)cc2)ccc1Cl	i	i	i	1	i	0.4	i	i	i	i	i
CCN=C1Sc2nc3ccc(OCC)cc3cc2CN1CCOC	i	i	i	25	i	-0.1	i	i	i	i	i
CCn1c(/C=C/N(C(C)=O)c2ccccc2)[n+](CC)c2ccc(Cl)cc21	i	i	i	7	i	0.3	i	i	i	i	i
CCOC(=O)C1=C(CNC2CCCCC2)NC(=O)NC1c1cc(C)ccc1C (stereo not drawn)	i	i	i	8	i	-0.5	i	i	i	i	i
CCOC(=O)C(=CNCC(=O)OC)C(=O)OCC	i	i	i	-3	i	-0.1	i	i	i	i	i
Cc1cc(NS(=O)(=O)c2ccc(NC(=S)NC(=O)/C=C/c3ccccc3)cc2)no1	i	i	i	8	i	-1.0	i	i	i	i	i
S=C(NCc1ccccc1)Nc1ccc2ccccc2c1	i	i	i	6	/	/	i	i	i	i	i
CCOc1cc(/C=C2/NC(=O)N(CC(=O)OC)C2=O)ccc1OC	i	i	i	42	i	0.9	i	i	i	i	i
CCOc1cccc(OCCCCN2CCOCC2)c1	i	i	i	5	i	-0.1	i	i	i	i	i
COc1cccc(/C=C(\C#N)c2nc3ccccc3[nH]2)c1OCC(=O)O	i	i	i	22	i	-28	i	i	i	i	i
O=C(NCCN1CCOCC1)c1cccc(NS(=O)(=O)c2ccc(Br)cc2)c1	i	i	i	16	/	-0.4	i	i	i	i	i
Cc1ccc(NC(=O)Nc2nnc(CSCCOc3ccc(Cl)cc3)s2)cc1	i	i	i	6	i	-0.8	i	i	i	i	i
Cc1cc(=O)oc2cc(OCC(=O)OCC(=O)NC(=O)NC(C)C)ccc12	i	i	i	2	i	/	i	i	i	i	i
Cc1ccc2c(Cl)c(C(=O)NCCc3ccccc3)sc2c1	i	i	i	17	i	-37	i	i	i	i	i
O=C(CN1C(=O)C2CC=CCC2C1=O)OCC(=O)c1ccc(Cl)c([N+](=O)[O-])c1 (stereo not drawn)	i	i	i	24	i	-0.8	i	i	i	i	i
Cc1ccc(N(C(C)C(=O)O)S(=O)(=O)c2cccnc2)cc1 (stereo not drawn)	i	i	i	0	i	0.1	i	i	i	i	i
Cc1c(C(=O)N(Cc2cccs2)C2CCS(=O)(=O)C2)oc2ccccc12 (stereo not drawn)	i	i	i	14	i	-0.2	i	i	67*	i	i
Cc1ccsc1-c1n[nH]c(=S)n1C1CCCCC1	i	i	i	4	i	-0.2	i	i	i	i	i
O=C(O)CCCNC(=O)c1cncc(Br)c1	i	i	i	18	i	-0.4	i	i	i	i	i
Nc1nc(-c2cccc(F)c2)cs1	i	i	i	8	i	0.9	i	i	i	i	i
Cc1ccc(S(=O)(=O)Nc2cccc(/C=C/C(=O)O)c2)cc1	i	i	i	75	i	0.8	i	i	i	i	i
SMILES	MrgX1 ag	TRPC4 PAM	MrgX1 PAM	AI-2 QS modul	PolyA inh	HIF act	MrgX1 antag	TRPC6 inhibitor	TRPC4 agonist	TRPC4 inh	TRPC6 activator
CCOc1ccc(CCNC(=O)c2cc(-c3ccccc3)c(N3CCOCC3)s2)cc1	i	i	i	9	i	0.2	i	i	i	i	i
COCc1cc(=O)[nH]c(SC)n1	i	i	i	-2	i	-0.6	i	i	i	i	i
Cc1ccc(-n2c(SCC(=O)N/N=C/C=C/c3ccccc3[N+](=O)[O-])nc3ccccc3c2=O)cc1	i	i	i	1	i	-1.4	i	i	i	i	i
COC(=O)c1cccc(N(C(=O)c2cnccn2)C(C(=O)NCc2ccccc2)c2ccco2)c1 (stereo not drawn)	i	i	i	24	i	0.1	i	i	i	i	i
O=C(O)C1CC=CCC1C(=O)NNc1c(Cl)cc(Cl)cc1Cl (stereo not drawn)	i	i	i	-2	i	-0.2	i	i	i	i	i
CN(C)c1ccc(/C=C2\SC(=O)N(CCc3nnc(N)s3)C2=O)cc1	i	i	i	45	i	-3.2	i	i	i	i	i
COc1ccc(CCNC(=O)CNCCc2ccc(F)cc2)cc1	i	i	i	3	i	0.8	i	i	i	i	i
CC(=O)N1CCCc2cc(S(=O)(=O)Nc3ccc(C)cc3C)ccc21	i	i	i	-12	/	-0.2	i	i	i	i	i
COc1cc2ccccc2cc1C(=O)NC(=S)Nc1cccc(C(=O)O)c1C	i	i	i	2	i	-0.5	i	i	i	i	i
N#Cc1cnn2c3c(cnc12)C(=O)N1CCc2ccccc2C1C3 (stereo not drawn)	i	i	i	11	i	0.0	i	i	i	i	i
Cc1ccc(S(=O)(=O)N2CCN(CC(=O)N(CC(C)C)c3c(N)n(CC(C)C)c(=O)[nH]c3=O)CC2)c(C)c1	i	i	i	10	i	0.1	i	i	i	i	i
CC1CCN(CCC(=O)Nc2ccccc2)CC1	i	i	i	12	i	0.2	i	i	i	i	i
CCCN1C2CCCC1CC(NC(=O)c1ccccc1)C2 (stereo not drawn)	i	i	i	19	i	-0.6	i	i	i	i	i
CCOC(=O)N1CCN(C(=O)c2cc3cc(Br)ccc3oc2=O)CC1	i	i	i	42	i	-0.3	i	i	i	i	i
CCN(CC(=O)Nc1ccccc1C(F)(F)F)C(=O)CN1C(=O)NC2(CCCC2)C1=O	i	i	i	25	i	-0.1	i	i	i	i	i
COc1ccc(-c2[nH]ncc2CN(C)CCc2c(C)n[nH]c2C)c(F)c1	i	i	i	10	i	0.0	i	i	i	i	i
COCCN=c1scc(-c2cccs2)n1/N=C(\C)c1ccco1	i	i	15*	29	i	3.9	i	i	i	i	i
CCN(CC)S(=O)(=O)c1cc(OC)c(Cl)cc1Cl	i	i	i	13	i	-0.6	i	i	i	i	i
COc1cc(NC(=O)Cc2ccccc2)ccc1NC(=O)Cc1ccccc1	i	i	i	8	i	-1.2	i	i	i	i	i
CC(=O)C1=C(O)C(=O)N(Cc2ccccc2)C1c1ccc(Cl)cc1 (stereo not drawn)	i	i	i	13	i	1.3	i	i	i	i	i
COc1ccccc1C(=O)Nc1ccncc1	i	i	i	2	/	-0.7	i	i	i	i	i
COc1cc(NC(=O)CSc2nc3ccccc3n2-c2ccccc2)c(C)cc1[N+](=O)[O-]	i	i	i	18	i	-0.2	i	i	i	i	i
CCOc1ccc(CCNC(=O)COC(=O)c2sccc2C)cc1OCC	i	i	i	9	i	-0.2	i	i	i	i	i
O=C(Cn1c(=O)c2cccn2c2ccccc21)NCCc1ccc(Cl)cc1	i	i	i	37	i	0.5	i	i	i	i	i
CCOC(=O)c1cn[nH]c1N	i	i	i	31	i	-0.4	i	i	i	i	i
SMILES	MrgX1 ag	TRPC4 PAM	MrgX1 PAM	AI-2 QS modul	PolyA inh	HIF act	MrgX1 antag	TRPC6 inhibitor	TRPC4 agonist	TRPC4 inh	TRPC6 activator
COC(=O)c1nc(NC(=O)c2ccc(Br)cc2)n[nH]1	i	i	i	14	i	-0.3	i	i	i	i	i
Cc1ccccc1S(=O)(=O)Cc1ccc(C(=O)NC2CCCC2)o1	i	i	i	1	i	-0.7	i	i	i	i	i
O=S(=O)(c1ccc(C2CCCCC2)cc1)N1CCN(c2ncccn2)CC1	i	i	i	6	i	-0.1	i	i	i	i	i
CC1CCC2C(=O)N(c3ccc(NC4CCN(Cc5ccccc5)CC4)c([N+](=O)[O-])c3)C(=O)C2C1 (stereo not drawn)	i	i	i	24	i	-0.8	i	i	72*	i	i
C/C(N)=C(/C#N)C(=O)CSc1nnc(Nc2ccccc2)s1	i	i	i	36	i	1.4	i	i	i	i	i
CCc1ccc(N2CC(C(=O)NC3CCCCC3C)CC2=O)cc1 (stereo not drawn)	i	i	i	-5	i	0.2	i	i	i	i	i
COC(=O)CCCNC(=O)c1ccc(OS(=O)(=O)c2cc([N+](=O)[O-])ccc2C)cc1	i	i	i	18	i	0.0	i	i	i	i	i
NS(=O)(=O)c1ccc(CCNC(=O)CN2CCCCCC2)cc1	i	i	i	4	i	-0.2	i	i	i	i	i
N#Cc1c(F)cccc1N1CCOCC1	i	i	i	-6	i	0.2	i	i	i	i	i
COc1ccc(NS(=O)(=O)c2cccc(C(=O)NNC(=O)c3ccc(Br)o3)c2)cc1	i	i	i	18	i	-1.0	i	i	i	i	i
Cc1c(C(=O)O)cccc1-c1ccc(C=O)o1	i	i	i	19	i	1.6	i	i	i	i	i
C[C@@H]1C[C@@H]2OC(=O)[C@]3(C)[C@H]2[C@@H](OC3(C)O)[C@]2(C)C(=O)C=C[C@H]12 (stereo partly drawn)	i	i	i	14	i	1.0	i	i	i	i	i
CCOC(=O)c1c(C)[nH]c(C)c1S(=O)(=O)N(C)Cc1ccco1	i	i	i	-1	i	-0.5	i	i	i	i	i
CC(C)CCN(C(=O)c1ccc(N2CCCC2=O)cc1)c1c(N)n(Cc2ccccc2)c(=O)[nH]c1=O	i	i	i	/	i	0.1	i	i	i	i	i
COc1ccc(/C(=N/Nc2ncnc3ccccc23)C(=O)O)cc1	i	i	i	4	i	1.1	i	i	i	i	i
